BioA inh – M. tuberculosis BioA enzyme inhibitors, primary screen, biochemical, plate reader, single point, HTS; purified M. tuberculosis BioA enzyme; inhibition, % at 9.99 µM; 360,000 tested, 0.096% active; AID 602481, 2012; in the data active = inhibition above about 40%
Numbers without * were called inactive.

CC(C)CC#Cc1ccc([C@@H]2[C@H]3CN(S(=O)(=O)Cc4ccccc4)CCCCN3[C@H]2CO)cc1
  BioA inh: 0.5

CCS(=O)(=O)N[C@H]1C=C[C@H](CC(=O)N2CCCCC2)O[C@H]1CO
  BioA inh: -1.8

CCCNC(=O)N(C)C[C@@H]1Oc2ncc(Br)cc2C(=O)N([C@@H](C)CO)C[C@@H]1C
  BioA inh: -1.4

CCC(=O)N(C)C[C@@H]1Oc2cc(C3=CCCC3)ccc2S(=O)(=O)N([C@H](C)CO)C[C@H]1C
  BioA inh: -0.4

CO[C@@H]1CN(C)C(=O)c2ccc(NC(=O)C3CC3)cc2OC[C@H](C)N(C(=O)Cc2ccccn2)C[C@H]1C
  BioA inh: -2.6

CN(C)C(=O)C[C@H]1CC[C@H](NC(=O)NC2CCCC2)[C@@H](CO)O1
  BioA inh: 1.8

C[C@@H]1CN([C@@H](C)CO)C(=O)c2cc(C#CC3CCCCC3)cnc2O[C@@H]1CN(C)S(=O)(=O)c1cccc(F)c1
  BioA inh: -1.2

CCCNC(=O)C[C@@H]1CC[C@@H]2[C@H](COC[C@H](O)CN2C(=O)C2CCOCC2)O1
  BioA inh: -2.1

C[C@H]1CN([C@@H](C)CO)C(=O)c2cc(NC(=O)Nc3cccc4ccccc34)ccc2O[C@@H]1CN(C)Cc1ccc(Oc2ccccc2)cc1
  BioA inh: -2.9

CC(=O)N(C)C[C@H]1Oc2cc(-c3ccccc3F)ccc2S(=O)(=O)N([C@@H](C)CO)C[C@@H]1C
  BioA inh: 1.1

COc1ccc(C(=O)N2C[C@@H]3[C@H](c4ccccc42)[C@H](CO)N3Cc2ccc3c(c2)OCO3)cc1
  BioA inh: -1.9

CC(C)NC(=O)N1[C@H](C#N)[C@@H](c2ccc(C#CC3CCCCC3)cc2)[C@@H]1CO
  BioA inh: -0.5

C[C@@H]1CN([C@@H](C)CO)C(=O)Cc2cc(NC(=O)Cc3cn(C)c4ccccc34)ccc2O[C@@H]1CN(C)C(=O)Nc1ccc2c(c1)OCO2
  BioA inh: 5.7

COc1ccc(NC(=O)Nc2ccc3c(c2)C(=O)N([C@H](C)CO)C[C@@H](C)[C@H](CN(C)S(=O)(=O)c2cn(C)cn2)OCCCC[C@H](C)O3)cc1
  BioA inh: 5.6

C[C@H](CO)N1C[C@H](C)[C@H](CN(C)C(=O)Nc2ccccc2)Oc2ccc(NC(=O)c3ccncc3)cc2C1=O
  BioA inh: 3.4

OC[C@H]1[C@@H](c2ccc(C#Cc3ccccc3)cc2)[C@@H]2CN(CC3CCOCC3)CCCCN12
  BioA inh: 1.9

COCCNC(=O)C[C@@H]1CC[C@H](NC(=O)NC2CCCCC2)[C@@H](CO)O1
  BioA inh: -1.7

C[C@@H]1CCCCO[C@@H](CN(C)S(=O)(=O)c2ccccc2)[C@H](C)CN([C@H](C)CO)C(=O)c2cc(NC(=O)Nc3cccc4ccccc34)ccc2O1
  BioA inh: -3.5

C/C=C/c1ccc([C@H]2[C@@H](CO)N(C(=O)CC)[C@@H]2CNC(=O)C2CC2)cc1
  BioA inh: -3.2

C[C@H]1CN([C@@H](C)CO)C(=O)c2cc(NC(=O)Nc3ccc(C(F)(F)F)cc3)ccc2O[C@H]1CN(C)Cc1ccccc1
  BioA inh: -3.6

Rewritten in markdown: part of the list above
| structure | BioA inh |
| --- | --- |
| C[C@H]1CN([C@@H](C)CO)C(=O)c2cc(NC(=O)Nc3ccc(C(F)(F)F)cc3)ccc2O[C@H]1CN(C)Cc1ccccc1 | -3.6 |
| CCCNC(=O)C[C@@H]1CC[C@@H]2[C@H](COC[C@H](O)CN2C(=O)C2CCOCC2)O1 | -2.1 |

4 records drawn at random from those above, as already listed:
COc1ccc(NC(=O)Nc2ccc3c(c2)C(=O)N([C@H](C)CO)C[C@@H](C)[C@H](CN(C)S(=O)(=O)c2cn(C)cn2)OCCCC[C@H](C)O3)cc1
  BioA inh: 5.6

C[C@H](CO)N1C[C@H](C)[C@H](CN(C)C(=O)Nc2ccccc2)Oc2ccc(NC(=O)c3ccncc3)cc2C1=O
  BioA inh: 3.4

CO[C@@H]1CN(C)C(=O)c2ccc(NC(=O)C3CC3)cc2OC[C@H](C)N(C(=O)Cc2ccccn2)C[C@H]1C
  BioA inh: -2.6

CCCNC(=O)N(C)C[C@@H]1Oc2ncc(Br)cc2C(=O)N([C@@H](C)CO)C[C@@H]1C
  BioA inh: -1.4

Going on with the list:
CO[C@H]1CN(C)C(=O)c2cc(NC(C)=O)ccc2OC[C@@H](C)N(Cc2ccncc2)C[C@H]1C
  BioA inh: 1.2

COc1ccc(CN(C)C[C@@H]2OCCCC[C@H](C)Oc3ccc(NC(=O)Nc4ccccc4)cc3C(=O)N([C@@H](C)CO)C[C@H]2C)cc1
  BioA inh: 0.0

C[C@@H]1CN([C@@H](C)CO)C(=O)c2cc(NS(=O)(=O)c3ccccc3)ccc2O[C@@H](C)CCCCO[C@H]1CN(C)C(=O)c1ccccc1
  BioA inh: 1.1

CCCNC(=O)C[C@@H]1C[C@H]2c3cc(NS(=O)(=O)c4ccc(OC)cc4)ccc3O[C@H]2[C@H](CO)O1
  BioA inh: -0.8

C[C@@H]1CCCCO[C@@H](CN(C)C(=O)Nc2ccccc2)[C@H](C)CN([C@@H](C)CO)C(=O)c2cc(NC(=O)c3ccccc3)ccc2O1
  BioA inh: 0.7

COc1ccc(NC(=O)N(C)C[C@@H]2Oc3ccc(NC(=O)C4CCCCC4)cc3C(=O)N([C@H](C)CO)C[C@H]2C)cc1
  BioA inh: 2.1

O=C(C[C@@H]1CC[C@H]2[C@@H](COC[C@@H](O)CN2CCC(F)(F)F)O1)NCC1CC1
  BioA inh: 3.7

O=C(C[C@H]1CC[C@@H]2[C@H](COC[C@@H](O)CN2C(=O)c2ccccc2)O1)Nc1ccccc1
  BioA inh: 0.3

C[C@H](CO)N1C[C@H](C)[C@H](CN(C)C(=O)c2ccncc2)Oc2ncc(-c3ccncc3)cc2C1=O
  BioA inh: 0.1

CCCN(C)C[C@H]1Oc2ncc(-c3ccccc3)cc2C(=O)N([C@@H](C)CO)C[C@@H]1C
  BioA inh: -0.6

COc1cccc(S(=O)(=O)N[C@H]2C=C[C@H](CC(=O)NC3Cc4ccccc4C3)O[C@@H]2CO)c1
  BioA inh: 2.5

O=C(Cc1ccccn1)NCC[C@H]1CC[C@H](NC(=O)c2ccccc2F)[C@H](CO)O1
  BioA inh: -1.8

CO[C@H]1CN(C)C(=O)c2cc(NC(=O)C3CC3)ccc2OC[C@@H](C)N(C(=O)c2ccncc2)C[C@H]1C
  BioA inh: 0.7

COc1ccc(C#Cc2ccc3c(c2)O[C@@H](CN(C)C(C)=O)[C@H](C)CN([C@@H](C)CO)S3(=O)=O)cc1
  BioA inh: -4.1

CC(C)NC(=O)N(C)C[C@H]1Oc2ccc(NC(=O)NC3CCCCC3)cc2CC(=O)N([C@@H](C)CO)C[C@H]1C
  BioA inh: -1.4

CCC(=O)N1[C@H](C(=O)Nc2nccs2)[C@@H](CO)[C@@H]2Cn3c(ccc(/C=C/c4ccccc4)c3=O)[C@@H]21
  BioA inh: 2.8

Cc1noc(C)c1NC(=O)Nc1ccc2c(c1)C(=O)N([C@H](C)CO)C[C@H](C)[C@@H](CN(C)S(=O)(=O)c1ccc(F)cc1)OCCCC[C@@H](C)O2
  BioA inh: -1.6

CO[C@@H](CN(C)C(=O)c1cnccn1)[C@H](C)CN([C@H](C)CO)S(=O)(=O)c1ccccc1
  BioA inh: -2.2

COCC(=O)N1[C@@H](CO)[C@@H]2c3ccccc3N(C(=O)Nc3ccccc3F)C[C@@H]21
  BioA inh: -1.2

COc1ccc(NC(=O)Nc2ccc3c(c2)CC(=O)N([C@@H](C)CO)C[C@H](C)[C@H](CN(C)C(=O)Nc2ccc(C(F)(F)F)cc2)O3)cc1
  BioA inh: 2.4

CCCNC(=O)N(C)C[C@@H]1Oc2cc(C#C[C@H](C)O)ccc2S(=O)(=O)N([C@@H](C)CO)C[C@H]1C
  BioA inh: -0.9

O=C(C[C@H]1CC[C@@H](NC(=O)CC2CC2)[C@@H](CO)O1)NCc1ccc(Cl)cc1
  BioA inh: -2.5

C[C@@H]1CN([C@H](C)CO)C(=O)Cc2cc(NC(=O)CCN3CCOCC3)ccc2O[C@@H]1CN(C)S(=O)(=O)c1cccs1
  BioA inh: -2.8

CN(C)CC#Cc1ccc([C@@H]2[C@@H](CO)N3CCCCN(C(=O)Cc4ccccn4)C[C@@H]23)cc1
  BioA inh: -1.4

COCC(=O)N(C)C[C@@H]1Oc2ncc(C#C[C@@H](C)O)cc2C(=O)N([C@@H](C)CO)C[C@H]1C
  BioA inh: -1.4

C[C@@H]1CN([C@@H](C)CO)C(=O)c2ccccc2-c2ccccc2CO[C@@H]1CN(C)C(=O)Nc1cccc(F)c1
  BioA inh: -0.8

C[C@@H]1CN([C@H](C)CO)C(=O)c2cccc(NC(=O)Nc3cccc4ccccc34)c2O[C@@H]1CN(C)S(C)(=O)=O
  BioA inh: -0.9

C[C@@H](NC(=O)C[C@H]1C[C@H]2c3cc(NS(C)(=O)=O)ccc3O[C@H]2[C@H](CO)O1)c1ccccc1
  BioA inh: -1.5

CNC[C@@H]1OCCCC[C@@H](C)Oc2ccc(NS(=O)(=O)c3ccc(F)cc3)cc2C(=O)N([C@H](C)CO)C[C@@H]1C
  BioA inh: 1.0

CCS(=O)(=O)Nc1ccc2c(c1)C(=O)N(C)C[C@@H](OC)[C@H](C)CN(Cc1nccs1)[C@H](C)CO2
  BioA inh: -1.5

O=C(CC(F)(F)F)N1C[C@@H]2[C@H](c3ccccc31)[C@H](CO)N2Cc1cccnc1
  BioA inh: -0.2

CS(=O)(=O)Nc1ccc2c(c1)[C@@H]1C[C@H](CC(=O)NCc3ccccn3)O[C@@H](CO)[C@@H]1O2
  BioA inh: 0.2

CCCNC(=O)C[C@H]1C[C@H]2c3cc(NS(=O)(=O)c4ccc(OC)cc4)ccc3O[C@H]2[C@H](CO)O1
  BioA inh: -0.7

COc1ccc(NC(=O)N(C)C[C@@H]2Oc3c(NS(C)(=O)=O)cccc3C(=O)N([C@H](C)CO)C[C@@H]2C)cc1
  BioA inh: -2.0

CO[C@H]1CN(C)C(=O)c2cc(NC(C)=O)ccc2OC[C@H](C)N(Cc2ccncc2)C[C@@H]1C
  BioA inh: 0.6

CN1CCN(C(=O)C[C@H]2C[C@@H]3c4cc(NC(=O)NC5CCCC5)ccc4O[C@@H]3[C@H](CO)O2)CC1
  BioA inh: -1.1

C[C@H](CO)N1C[C@H](C)[C@H](CN(C)C(=O)Nc2ccc3c(c2)OCO3)Oc2ccc(NC(=O)Nc3cccc4ccccc34)cc2CC1=O
  BioA inh: -3.0

C[C@H](CO)N1C[C@H](C)[C@@H](CN(C)Cc2ccc(-c3ccccc3)cc2)Oc2ccc(NC(=O)NC3CCCCC3)cc2CC1=O
  BioA inh: -1.0

Cc1ccc(S(=O)(=O)N[C@H]2C=C[C@@H](CC(=O)N3CCc4ccccc4C3)O[C@H]2CO)cc1
  BioA inh: -2.1

C[C@H]1CN([C@@H](C)CO)C(=O)c2cc(-c3ccccc3)cnc2O[C@@H]1CN(C)C(=O)Cc1ccccc1
  BioA inh: 2.3

COc1ccc(NC(=O)N2CC[C@@H]3[C@H]2c2cc(Br)ccc2N(C)[C@@H]3CO)cc1
  BioA inh: -1.3

O=C(Cc1ccncc1)Nc1ccc2c(c1)[C@H]1C[C@H](CC(=O)N3CCCCC3)O[C@@H](CO)[C@H]1O2
  BioA inh: -0.8

OC[C@@H]1[C@H](c2ccc(-c3cccnc3)cc2)[C@H]2CN(Cc3ccccn3)CCCCN12
  BioA inh: 3.0

CC(C)NC(=O)Nc1cccc2c1O[C@@H](CN(C)Cc1ccccc1)[C@@H](C)CN([C@@H](C)CO)C2=O
  BioA inh: -1.4

CN(C)c1ccc2c(c1)[C@H]1C[C@H](CC(=O)NCCc3ccccc3)O[C@@H](CO)[C@H]1O2
  BioA inh: -3.9

COc1ccc(CN(C)C[C@@H]2Oc3ccc(NS(C)(=O)=O)cc3CC(=O)N([C@H](C)CO)C[C@H]2C)cc1
  BioA inh: -1.7

C[C@H]1CN([C@@H](C)CO)C(=O)c2cc(-c3ccc(C#N)cc3)cnc2O[C@@H]1CN(C)C(=O)c1ccccc1
  BioA inh: 4.8

C[C@@H]1CN([C@@H](C)CO)C(=O)c2cc(N(C)C)ccc2O[C@@H]1CN(C)Cc1ccc(-c2ccccc2)cc1
  BioA inh: -0.2

CCCNC(=O)C[C@@H]1C[C@H]2c3cc(NS(C)(=O)=O)ccc3O[C@H]2[C@H](CO)O1
  BioA inh: -0.5

C[C@H](CO)N1C[C@H](C)[C@H](CN(C)C(=O)Cc2ccccc2)OCCCC[C@H](C)Oc2ccc(NS(=O)(=O)c3cn(C)cn3)cc2C1=O
  BioA inh: -4.5

CO[C@H]1CN(C)C(=O)c2cc(NS(=O)(=O)CC(F)(F)F)ccc2OC[C@@H](C)N(Cc2nccs2)C[C@@H]1C
  BioA inh: -0.1

CO[C@H]1CN(C)C(=O)c2cc(NS(C)(=O)=O)ccc2OC[C@@H](C)N(CC2CCCCC2)C[C@H]1C
  BioA inh: 1.3

C[C@H](CO)N1C[C@H](C)[C@H](CN(C)S(=O)(=O)c2ccc(Cl)cc2)Oc2c(NS(=O)(=O)c3ccc(F)cc3)cccc2C1=O
  BioA inh: 1.0

O=C(N[C@@H]1C=C[C@H](CC(=O)N2CCN(c3ccccc3)CC2)O[C@H]1CO)c1ccccc1
  BioA inh: 0.8

CN(C)CCCNC(=O)C[C@@H]1CC[C@@H]2[C@H](COc3ccc(NC(=O)c4ccc5c(c4)OCO5)cc3C(=O)N2C)O1
  BioA inh: 5.9

O=C(NC1CCCC1)[C@H]1[C@H](CO)[C@H]2Cn3c(ccc(-c4cccnc4)c3=O)[C@@H]1N2CCc1ccccc1
  BioA inh: -1.9

COC(=O)C[C@@H]1CC[C@H]2[C@H](COc3ccc(NC(=O)c4cccc(F)c4)cc3C(=O)N2C)O1
  BioA inh: -0.5

COCCOC(=O)N1C(=O)[C@@]2(c3ccccc31)[C@H](C(=O)N1CCN(c3ncccn3)CC1)[C@H]1C(=O)O[C@H](c3ccccc3)[C@H](c3ccccc3)N1[C@@H]2c1ccccc1OCCO
  BioA inh: -0.7

C[C@H](CO)N1C[C@H](C)[C@H](CN(C)C(=O)c2ccccn2)Oc2ncc(-c3ccc(F)cc3)cc2C1=O
  BioA inh: -0.1

C[C@@H]1CCCCO[C@H](CN(C)S(=O)(=O)c2ccc(Cl)cc2)[C@@H](C)CN([C@@H](C)CO)C(=O)c2cc(NC(=O)Nc3ccc(C(F)(F)F)cc3)ccc2O1
  BioA inh: 0.4

The list is partial. The share of hits here may be higher or lower than overall.
